12-LOX inh: blocks human arachidonate 12S-lipoxygenase; purified 12hLO, xylenol orange hydroperoxide absorbance; Potency, µM (titrated, usually from 108 µM), without a hit: at the top dose activity change, negative = inhibition, hits mostly inhibitors; 580,000 compounds, 1.1% hits; active means well fitted inhibition curve with a large enough effect; inconclusive means small, poorly fitted or top-dose-only effect, or another doubt; inactive means no such curve, though single readings can be large or run the other way
Target sequence (P18054 whole entry, looked up): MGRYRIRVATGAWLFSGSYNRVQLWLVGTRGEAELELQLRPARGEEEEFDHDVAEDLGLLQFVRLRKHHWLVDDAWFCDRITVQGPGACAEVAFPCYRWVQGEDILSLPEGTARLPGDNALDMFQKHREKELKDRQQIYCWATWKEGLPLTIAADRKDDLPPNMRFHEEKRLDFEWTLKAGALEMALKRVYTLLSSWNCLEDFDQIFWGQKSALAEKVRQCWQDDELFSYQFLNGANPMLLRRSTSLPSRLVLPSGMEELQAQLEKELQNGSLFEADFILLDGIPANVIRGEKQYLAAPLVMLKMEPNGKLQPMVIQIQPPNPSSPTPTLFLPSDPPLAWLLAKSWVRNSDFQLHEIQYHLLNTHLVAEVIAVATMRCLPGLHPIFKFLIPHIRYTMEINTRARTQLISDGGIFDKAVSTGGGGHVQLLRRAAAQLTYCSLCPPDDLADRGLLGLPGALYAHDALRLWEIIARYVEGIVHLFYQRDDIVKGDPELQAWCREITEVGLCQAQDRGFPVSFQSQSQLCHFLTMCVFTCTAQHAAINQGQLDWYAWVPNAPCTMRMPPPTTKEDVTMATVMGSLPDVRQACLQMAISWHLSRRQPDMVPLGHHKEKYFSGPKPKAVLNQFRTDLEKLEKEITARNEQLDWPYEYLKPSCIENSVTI
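Purified human 12hLO (150 nM final) in 25 mM Hepes, 0.01% Triton X-100, pH 7.0 was preincubated 15 min at room temperature with compound. Then 40 uM arachidonic acid was added, 30 min. Hydroperoxide was read by Fe-XO absorbance ratio 573/405 nm.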
* hit, by the source's call; ? = inconclusive; [ ] = remark or other dose. On the % scale 0 is the no-effect control and ±100 the full control effect; potency means the concentration at half of the fitted maximal effect.

12-LOX inh,Molecule
?,COc1cc(=C2C=c3ccccc3=N2)[nH]c1=Cc1[nH]c(C)cc1C
30%[activator][176 µM],CC(C)(C)CN1CCOC[C@H]1c1ncc(-c2ccc(C(F)(F)F)cc2)[nH]1
22%,Cc1nn(C)c(C)c1S(=O)(=O)N1CCCCCCn2c(nnc2-c2ccc(F)cc2)CC1
0%,O=C(COc1ccccc1)N1CCc2c(n(Cc3cccnc3)n(CCc3ccccc3)c2=O)C1
-2%,O=C(NCCc1ccncc1)c1cccnc1OC1CCNCC1
-3%,CCN1CCC(CC(=O)N2CCC3(CC2)NCCc2c3[nH]c3ccccc23)CC1
64%[activator],Cc1nc(N2CCC(NCCc3cccnc3)CC2)c2ccsc2n1
-5%,COc1ccccc1NC(=O)Cc1cccn1-c1ccc(Cl)cc1

12-LOX inh,Molecule
35%,Cc1cc(N2CCCN(Cc3cnn4c(C)cc(C)nc34)CC2)ccn1
?,CCNC(=O)N[C@@H]1C=C[C@@H](c2c(C)nn(-c3ccc(C(F)(F)F)cc3)c2C)C1
10%,CCN(CC)C(=O)N1CCC(N2CC(OCCOC)C23CCCCC3)CC1 (centres undefined)
?,O=C(c1ccccc1)N1CCC(Oc2ccccc2)C1 (centres undefined)
47%[activator],CCCc1cc(C(=O)N[C@H](c2ccccn2)C2CC(O)C2)cs1 (some centres undefined)
44%[activator],CS(=O)(=O)c1ccc(-c2ccc(CN3CCOCC3)cn2)cc1
10%,COc1ccc(OC)c(CNC(=O)CC2CCCCN(C)C2=O)c1 (centres undefined)
5%,Cc1cccc(C(=O)Nc2ccc(-c3nnc4n3CCCC4)cc2)c1

12-LOX inh,Molecule
-4%,COC(=O)[C@]12C[C@H](CC(=O)N3CCC(c4ccccc4)CC3)C(=O)N(CCC3=CCCCC3)C1=C[C@H](COCc1ccccc1)O[C@@H]2C
?,CC(C)CCN1CC2(Cc3ccccc3NC2=O)C1
17%,COc1ccc(CN2CC3(CCN(S(=O)(=O)C(C)C)CC3)C2=O)cc1
-2%,COCc1ccc(C(=O)NCC2COc3cc(OC)ccc3C2)o1 (centres undefined)
0%,O=C(Nc1ccc(Cl)cc1)N1CCc2nc(-c3ccc(Cl)cc3)nc(-c3ccccc3)c2C1
23%,CCOCC(=O)N1CCN(C(=O)N2CC3CC(C2)[C@H]2CCCC(=O)N2C3)CC1 (some centres undefined)
-1%,CCC1(N2CCN(C(=O)c3cc(Cl)ccc3OC)CC2)CCN(S(C)(=O)=O)C1 (centres undefined)
39%,CNC(=O)[C@H]1C[C@H](Oc2ccccc2)CN1C(=O)c1ccccc1

12-LOX inh,Molecule
36%,COc1ccc(S(=O)(=O)N2C[C@@H]3C[C@H](C2)c2c(NC(=O)Nc4ccccc4)ccc(=O)n2C3)cc1
16%,COc1ccc(C(=O)N[C@@H]2CN(c3ncccn3)C[C@H]2CN(C)C)c(OC)n1
53%[activator],Cc1ccc(-c2ccc3nnc(CNC(=O)c4cccc5[nH]ccc45)n3n2)cc1C
61%[activator],O=C(CN1CC(=O)NC1=O)NCc1ccc2[nH]c3c(c2c1)CCCCCC3
2%,COCC(=O)Nc1nc2c(s1)C[C@@H]1[C@](C)(CO)[C@H](O)CC[C@@]1(C)[C@@H]2CC(=O)NC(C)C
18%,CCOC(=O)C1=CN(CC(=O)Nc2ccccc2CC)S(=O)(=O)N=C1C
23%,CCN1C(=O)CCN(C(=O)CCc2ccccc2)CC12CCOCC2
?,O=C1COc2ccc(-c3ccoc3)nc2CN1CCOc1ccccc1

12-LOX inh,Molecule
6%[176 µM],CCN(CC)C(=O)CC[C@H]1CNC(=O)[C@@H]2[C@@H](CCN2C(C)C)N1C
2%,Cc1noc(-c2cn(C3CCN(C(=O)c4ccc(F)cc4Cl)C3)nn2)n1 (centres undefined)
26%,CCNC(=O)CCC[C@@H]1[C@H]2CCCN3CCC[C@@H](CN1Cc1cccnc1)[C@@H]23
14%,CC(C)C(=O)N1CCc2ccc(OCc3nc(C(=O)N4CCCC4)co3)cc2C1c1cccc(F)c1 (centres undefined)
41%[activator],Cc1[nH]c2ccccc2c1CC(=O)NC1CCCN(c2ncccn2)C1 (centres undefined)
50%[activator][176 µM],c1cc2c(cc1-c1cnc3n1C[C@H](CNC1CCOCC1)OC3)OCO2
71%[activator],COc1ccc(C(=O)N2CCN(Cc3cn(-c4ccccc4)nn3)CC2)cc1
42%[activator],Cc1ccc(CC(=O)NC2CCN(c3cc(-c4ccccc4)[nH]n3)C2)cc1 (centres undefined)

In the list so far, 2 contain a thiophene ring, fused or not.
12-LOX inh,Molecule
64%[activator],Cc1nc(N2CCC(NCCc3cccnc3)CC2)c2ccsc2n1
47%[activator],CCCc1cc(C(=O)N[C@H](c2ccccn2)C2CC(O)C2)cs1 (some centres undefined)

The list goes on:
12-LOX inh,Molecule
32%[activator],COCCN1C(=O)c2cccn2CC1CNC(=O)c1cn[nH]c1-c1ccc(F)cc1 (centres undefined)
35%[activator],CCN1CCN(C(=O)CN2CC3CC(C2)[C@H]2CCCC(=O)N2C3)CC1 (some centres undefined)
-8%,COc1ccc(C2CC(=O)C(c3ccccc3C)=CN2Cc2ccccc2)cc1 (centres undefined)
-7%[176 µM],CC(C)c1ccc(CN2CCC3(CC2)OCCN(C)C3=O)cc1
-9%,CC(=O)Nc1ccc(CN2CCn3c(nnc3C(=O)NCC3CC3)C2)cc1
86%[activator],COC(=O)[C@@H]1Cc2ncn(Cc3ccc(Cl)cc3)c2CN1Cc1ccc(N(C)C)cc1
67%[activator],CC(C)N1CCCC2(CCN(C(=O)c3cc(C#N)cn3C)C2)C1=O (centres undefined)
0%[6.33 µM],COc1ccc(C2(C(=O)NCc3ccc4ccccc4c3)CCOCC2)cc1

12-LOX inh,Molecule
46%[activator],CCc1ccc(C(=O)N(C)CC2CCOCC2)cc1
?,O[C@@H]1[C@@H](Cn2cc(C3CC3)nn2)C[C@@H](NCc2ccc(F)cc2)[C@@H]1O
-3%,CCc1noc(-c2cn(C3CCN(C(=O)Cc4ccc(Cl)cc4)CC3)nn2)n1
70%[activator],CS(=O)(=O)N1CCC(C2CCN(Cc3ccc(Br)o3)C2)CC1 (centres undefined)
16%,CSCCC(=O)N1CCC(C2CCN(c3ncccn3)CC2)C1 (centres undefined)
23%,Cn1nc(C(=O)N2CCC(Cc3nc(C4CC4)n[nH]3)C2)c2ccccc21 (centres undefined)
47%,COc1cccc(CN2C[C@@H](CO)[C@H](NC(=O)C3CCC3)C2)c1
?,COC(=O)[C@@H]1[C@@H](CO)[C@@H]2Cn3c(cccc3=O)[C@@H]2N1C(=O)c1cnccn1

12-LOX inh,Molecule
-3%,CC(C)c1ccc(S(=O)(=O)N2C[C@@H](F)C[C@H]2C(=O)N2CCc3ccccc3C2)cc1
-1%,O=C(Nc1cccc(N2CCC(NCc3cnn(-c4cccc(F)c4)c3)CC2)c1)c1ccncc1
11%,COc1cccc(C(=O)N2CCC3(CC2)CC(N(C2CC2)S(C)(=O)=O)CCO3)c1 (centres undefined)
18%[176 µM],CN1C[C@@H](NC(=O)C2CCCCC2)C[C@H]1c1nc(-c2ccccc2)no1
?,COc1ccc(Nc2cc3c(cn2)cc(-c2cccc(C(F)(F)F)c2)n3C)c(OC)c1
18%,O=C(C1C2C(=O)N(C3CCCCCC3)C[C@@]23C=C[C@@H]1O3)N1CCS(=O)(=O)CC1 (some centres undefined)
12%,CN(C)c1ccc(C(=O)N2CCC(n3cc(-c4nc(-c5ccccc5)no4)nn3)CC2)cc1
4%,Cc1cc(N2CCC(NC(=O)c3ccc4[nH]ccc4c3)C2=O)ccc1F (centres undefined)

Five entries picked at random from the list so far:
12-LOX inh,Molecule
18%[176 µM],CN1C[C@@H](NC(=O)C2CCCCC2)C[C@H]1c1nc(-c2ccccc2)no1
18%,O=C(C1C2C(=O)N(C3CCCCCC3)C[C@@]23C=C[C@@H]1O3)N1CCS(=O)(=O)CC1 (some centres undefined)
?,COc1ccc(Nc2cc3c(cn2)cc(-c2cccc(C(F)(F)F)c2)n3C)c(OC)c1
11%,COc1cccc(C(=O)N2CCC3(CC2)CC(N(C2CC2)S(C)(=O)=O)CCO3)c1 (centres undefined)
-3%,CC(C)c1ccc(S(=O)(=O)N2C[C@@H](F)C[C@H]2C(=O)N2CCc3ccccc3C2)cc1

Continuation.
12-LOX inh,Molecule
7%,CN1CCCCC(CC(=O)N2CCCc3ccccc32)C1=O (centres undefined)
16%[176 µM],COc1ccc(-c2ccc3ncc(Nc4cccc(Cl)c4)n3n2)cn1
5%,O=C(c1ccc(C(F)(F)F)cc1)N1CCn2c(nn(-c3ccc(F)cc3F)c2=O)C1
-13%,CCc1cccc(NC(=O)Cn2cccc2-c2nc(-c3ccccc3)no2)c1
11%,COc1cc(=O)n2c(c1C(=O)Nc1cccc(Cl)c1C)CCCC2
47%[activator],COc1cccc(S(=O)(=O)N2CCC(CC(=O)NCc3ccccc3)C2)c1 (centres undefined)
-22%,COc1ccc(-c2cc(C)cc3c2OC(CNC(=O)c2cc(C(C)C)on2)C3)nn1 (centres undefined)
33%,O=C1CCCCC(CNC(=O)c2ccc3ncccc3c2)N1 (centres undefined)

The last three entries of the section before are carried over, then new ones follow.
12-LOX inh,Molecule
47%[activator],COc1cccc(S(=O)(=O)N2CCC(CC(=O)NCc3ccccc3)C2)c1 (centres undefined)
-22%,COc1ccc(-c2cc(C)cc3c2OC(CNC(=O)c2cc(C(C)C)on2)C3)nn1 (centres undefined)
33%,O=C1CCCCC(CNC(=O)c2ccc3ncccc3c2)N1 (centres undefined)
46%[activator],O=C(CCc1ccccc1)Nc1ccc([C@@H](O)[C@H]2COCC(=O)N2Cc2ccccc2F)cc1
-1%,COc1ccc(-c2nc3cnccn3c2NCCC(=O)Nc2ccc(C)cc2C)cc1
30%[activator],CCN1CCC(CCNC(=O)C2CCCN(C(=O)c3ccccc3)CCC(=O)NCC2)CC1 (centres undefined)
48%,Cc1cccc(-c2ncc(CN(CCN3CCOCC3)Cc3ccco3)cn2)c1
?,CCC(=O)N1Cc2ccccc2CC2(CCN(Cc3ccccc3)C2)C1 (centres undefined)
-2%,CCOCC(=O)Nc1nn(-c2ccc(F)cc2)c2cccc(N3CCOC3=O)c12
21%[176 µM],CN1C[C@H](NCc2cnn(C)c2)CCC[C@@H](C(=O)NCc2cc(F)cc(F)c2)CC1=O
-5%,CC(C)C[C@H]1CNC(=O)C(=O)N1C[C@@H]1CCCN1C[C@H](Cc1ccccc1)N1C[C@H](CC(C)C)N(CC2CCCCC2)C(=O)C1=O

12-LOX inh,Molecule
2%,COc1ccccc1OC1(C(=O)O)CCN(Cc2ccccc2F)CC1
2%[176 µM],C[C@H]1[C@@H]2[C@@H](O)C([C@H](C)C(=O)N(C)CCC#N)CC[C@@]2(C)CC[C@@H]1NS(C)(=O)=O (some centres undefined)
64%[activator][176 µM],O=C(NCc1ccco1)[C@@H]1Cc2nc[nH]c2CN1CCCc1ccccc1
4%,CC(C)(Oc1nn(Cc2cccc(Cl)c2)c2ccccc12)C(=O)NC1CCC(O)CC1 (centres undefined)
16%,CCc1ccc(NC(=O)Cn2c(-c3cnccn3)nc(C)c(C)c2=O)cc1
52%[activator],COc1cccc([S+](=O)([O-])N2CCCC3(C2)C(=NC2CCCCC2)NC(=O)N3c2cccnc2)c1 (centres undefined)
52%[activator][176 µM],COc1cccc(CN2CCN3C(=O)N(C4CCOCC4)C[C@H]3C2)n1
-9%,CN(C)CC(O)c1cc2n(n1)CCN(C(=O)c1cc(=O)[nH]c(=O)[nH]1)C2 (centres undefined)

12-LOX inh,Molecule
7%,COc1ccc(-n2nc(C3CCCN(CCC(C)C)C3)[nH]c2=O)cc1 (centres undefined)
24%[176 µM],COCC(=O)NC[C@H]1OC[C@@H](NCc2ccc(F)cc2)[C@@H]1O
0%,O=C(Cn1nc2c(cc1=O)CCCC2)NCCc1ccc(O)cc1
28%[176 µM],O=C(N[C@@H]1CN(Cc2ccccn2)CCC[C@H]1O)c1ccc(OCc2ccccc2)cc1
8%,CCNC(=O)Nc1ccc(OCC(=O)N2CCN(c3ccccn3)CC2)nc1
16%[176 µM],O=C1Nc2ccc(-c3cccc(C(F)(F)F)c3)cc2C(=O)N2C[C@H](O)C[C@@H]12
-1%,Cc1cccc(NC(=O)CN2C(=O)C(c3ccccc3)=NC23CCCC3)c1C
0%,O=C1CCC[C@H]2[C@@H](Cc3ccccc3)[C@H](NCc3cccs3)CC[C@]23CCCN13

Gathered by group: the entries above containing a cyano group.
12-LOX inh,Molecule
67%[activator],CC(C)N1CCCC2(CCN(C(=O)c3cc(C#N)cn3C)C2)C1=O (centres undefined)
2%[176 µM],C[C@H]1[C@@H]2[C@@H](O)C([C@H](C)C(=O)N(C)CCC#N)CC[C@@]2(C)CC[C@@H]1NS(C)(=O)=O (some centres undefined)

(listing goes on)
12-LOX inh,Molecule
15%,O=C(c1ccccc1)N1CCCC(c2nc(C3CCOCC3)no2)C1 (centres undefined)
?,COC(=O)c1ccc2nc(-c3ccco3)c(Cc3ccsc3)n2c1
14%,COc1ccc(Cl)cc1C(=O)N(C)C1CCc2nn(C)c(=O)n2CC1 (centres undefined)
?,COc1ccc(Cl)cc1-c1ccc2c(c1)C(=O)N1CCN(C(=O)c3ccccc3)C[C@@H]1C(=O)N2
36%[activator],CCS(=O)(=O)Nc1ccc(C2(C(=O)NCc3cccc(Cl)c3)CCC2)cc1
-2%,CS(=O)(=O)c1ccc(S(=O)(=O)NCC2CCN(C(=O)C(=O)c3cc4ccccc4o3)CC2)cc1
3%,COc1ccc(CN2C(=O)N3Cc4ccc(C)cc4C3CS2(=O)=O)cc1 (centres undefined)
2%,CCOc1ccc(C(=O)NC2CCN(c3cc(-c4ccc(OC)cc4)[nH]n3)C2)cc1 (centres undefined)
63%[activator],Cc1occc1C(=O)N[C@@H]1CN(Cc2cccnc2)C[C@H]1CN(C)C
6%[6.33 µM],COc1cccc(N2C(=O)NC(=NC3CCCCC3)C23CCN(CCC(C)C)C3)c1 (centres undefined)
1%,COc1ccc(S(=O)(=O)N2CC3ON=C(c4c(F)cccc4Cl)C3C2)cc1OC (centres undefined)

High-throughput results as filed in PubChem BioAssay.

Some of the compounds tested, so the mix of outcomes need not match the whole.
